hERG WT inh: blocks the wildtype human KCNH2 potassium channel; Q12809; U2OS, BacMam KCNH2, thallium flux FluxOr; stronger effect = lower value; activity change, % at 1.84 µM; 340,000 tested, 0.37% active;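 active means maximum activity change below -70%; inconclusive means maximum activity change between -70% and -50%; inactive means maximum activity change above -50%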; further: on the % scale 0 is the no-effect control and ±100 the full control effect
Target sequence (Q12809 whole entry, looked up): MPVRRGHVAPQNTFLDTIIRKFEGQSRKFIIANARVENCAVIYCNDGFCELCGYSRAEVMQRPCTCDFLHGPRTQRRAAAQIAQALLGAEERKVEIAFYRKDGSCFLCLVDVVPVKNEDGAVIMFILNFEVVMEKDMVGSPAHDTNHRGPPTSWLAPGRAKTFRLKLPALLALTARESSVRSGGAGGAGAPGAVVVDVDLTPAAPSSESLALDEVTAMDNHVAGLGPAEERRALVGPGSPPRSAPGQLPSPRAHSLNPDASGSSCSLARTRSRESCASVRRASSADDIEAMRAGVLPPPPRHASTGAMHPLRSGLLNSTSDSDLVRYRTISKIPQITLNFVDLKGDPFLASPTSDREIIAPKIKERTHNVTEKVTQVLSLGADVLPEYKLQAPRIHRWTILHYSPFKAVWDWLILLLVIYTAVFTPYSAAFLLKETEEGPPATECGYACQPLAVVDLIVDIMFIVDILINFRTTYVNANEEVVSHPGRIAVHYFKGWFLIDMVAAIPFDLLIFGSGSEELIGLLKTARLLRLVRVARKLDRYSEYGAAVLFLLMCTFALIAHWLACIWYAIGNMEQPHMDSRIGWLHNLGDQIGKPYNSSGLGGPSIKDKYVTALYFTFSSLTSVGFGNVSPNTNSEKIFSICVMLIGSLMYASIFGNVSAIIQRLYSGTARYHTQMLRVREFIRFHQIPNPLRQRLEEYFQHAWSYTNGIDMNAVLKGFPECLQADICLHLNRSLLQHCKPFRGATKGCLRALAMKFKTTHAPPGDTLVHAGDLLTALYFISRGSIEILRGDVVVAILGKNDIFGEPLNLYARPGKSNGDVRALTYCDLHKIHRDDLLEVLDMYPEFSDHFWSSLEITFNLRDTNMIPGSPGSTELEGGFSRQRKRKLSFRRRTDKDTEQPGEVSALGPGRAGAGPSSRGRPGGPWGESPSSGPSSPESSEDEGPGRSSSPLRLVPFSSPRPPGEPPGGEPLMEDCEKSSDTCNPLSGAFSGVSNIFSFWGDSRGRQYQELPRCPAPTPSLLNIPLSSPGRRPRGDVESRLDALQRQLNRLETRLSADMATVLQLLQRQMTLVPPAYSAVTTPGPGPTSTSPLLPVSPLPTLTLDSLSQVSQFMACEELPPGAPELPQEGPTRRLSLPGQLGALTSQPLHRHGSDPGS
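U2OS cells were transduced with wild-type KCNH2 virus (2.03 x 10^8 / mL) for 4 h at room temperature, then cultured overnight at 37 C. Thallium flux was read with FluxOr dye. Rate constants were normalized to DMSO controls.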
GALK inh: galactokinase (human) inhibition | P51570 | Purified GALK, Kinase-Glo residual ATP luminescence | Potency, µM (top dose mostly 57.5 µM), without a hit: at the top dose activity change, negative = inhibition, hits mostly inhibitors | 270,000 tested, 0.007% active; further: potency means the concentration at half of the fitted maximal effect; on the % scale 0 is the no-effect control and ±100 the full control effect
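5 nM enzyme, 35 uM ATP, 100 uM galactose, 20 mM HEPES pH8.0, 5 mM MgCl2; 1 h RT; residual ATP by Kinase-Glo Plus luminescence, qHTS format.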
TSHR antag: human thyrotropin receptor antagonism; activity change, negative = inhibition, % at 11.5 µM; 330,000 tested, 0.2% active; P16473; TSHR-expressing cells, TSH-stimulated cAMP HTRF, 2 h; stronger effect = lower value; AID 504810;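 active means activity change below a set negative limit, meaning inhibition stronger than a set level, cut at about -70% in these data; inconclusive means activity change between two set negative limits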; further: on the % scale 0 is the no-effect control and ±100 the full control effect
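Antagonism was scored as loss of TSH-driven cAMP in TSHR cells, stimulated with 4nM TSH (EC80) for 2 hours at 37 deg C and detected by homogeneous HTRF competition immunoassay.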
Tb PFK inh: blocks T. brucei phosphofructokinase | Potency, µM (top dose mostly 57.5 µM), for the others: top-dose activity, negative = inhibition, usual class: inhibitors | AID 485367 | O15648 | T. brucei PFK, ADP-Glo luminescence | 330,000 tested, 0.17% active;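 further: potency means the concentration at half of the fitted maximal effect; 0% = uninhibited 1x PFK enzyme wells and -100% = no-enzyme wells; nearly all actives have a fitted effect of over 60% in size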
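Luminescent ADP detection (ADP-Glo, two-step: ATP depletion then ADP-to-ATP conversion for luciferase) reported PFK activity after 45 min room-temperature reaction of 1.25 nM enzyme with 0.5 mM F6P and 0.1 mM ATP at pH 8.0.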
Giardia kill: Giardia lamblia killing | Giardia lamblia trophozoite viability | activity change, % at 7.66 µM, hits read low | 340,000 tested, 0.15% active; in the data active means activity change below about -80%; inconclusive means between about -30% and that limit;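 further: parasites exposed to compound for two days anaerobically before the ATP read; on the % scale 0 is the no-effect control and ±100 the full control effect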
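Compounds were tested on trophozoites seeded at 100 cells/well and held 48 hrs at 37 deg C anaerobically. An ATP-based luminescent kit measured the remaining live cells.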
TCR activator: activators of T cell receptors; primary human leukocytes, anti-CD3, IL-2 HTRF, 48 h; Potency, µM (titrated, usually from 9.22 µM), for the others: at the highest dose activation of IL-2 secretion, usual class: activators; 330,000 tested, under 10 active; AID 504894; further: % of control where 0% means no effect
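Primary human leukocytes were stimulated with a-CD3 beads plus compounds for 48 hr without co-stimulation; secreted IL-2 was quantified by HTRF using a-IL-2-K (europium cryptate) and a-IL-2-d2, excited at 320nm with acceptor emission read at 665nm.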
AT treatment: potential ataxia-telangiectasia treatment. […] A-T fibroblasts, KAP-1 phosphorylation AlphaLISA; neocarzinostatin DNA damage 30 min before lysis. Potency, µM (series often up to 57.5 µM), inactives show at the highest dose activation, actives largely listed as activators. 320,000 tested, 0.19% active; further: potency means the concentration at half of the fitted maximal effect; % of control where 0% means no effect; nearly all actives have a fitted effect of over 45% in size
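hTERT-immortalized A-T patient fibroblasts ([…]), 500 cells/well in OPTI-MEM, 1% FBS, got compounds for 60 min, then NCS for 30 min at 37C. Lysates were then assayed for phospho-KAP-1 by AlphaLISA (anti-pKAP1 donor, anti-KAP1 acceptor beads), 6 hr at 25C.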
CXXC DNA block: blocks binding of human MLL CXXC domain to DNA; Q03164; MLL-CXXC / FITC-HOXA9 DNA fluorescence polarization; AID 2662; Potency, µM (series often up to 115 µM), without a hit: top-dose activity change, negative = inhibition, usual class: inhibitors; 290,000 tested, 0.037% active; active means well fitted inhibition curve with a large enough effect in the polarisation, with a control signal flat, not every such curve was filed as active; inconclusive means small, poorly fitted or top-dose-only effect, or effect the other way, or a change in a side signal; inactive means no such curve, though single readings can be large or run the other way; the % refers to the polarisation; further: potency means the concentration at half of the fitted maximal effect
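Steps: dispense CXXC domain solution (7 uM) → pin compounds or unlabeled HOX-A9 DNA control → 5 min ambient → add FLSN-HOX-A9 solution (50 nM) → spin → 30 min ambient → fluorescence polarization. Tris pH 7.5/NaCl/DTT/BSA buffer.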
Chronic BCR inh: chronic active BCR signaling inhibition. Potency, µM (highest dose often 46.1 µM), inactives show top-dose ratio change, negative = lower green/red ratio, actives largely listed as inhibitors. ABC-DLBCL IkBa-CBG/CBR reporter, luminescence ratio, 4 h. 340,000 tested, 0.05% active; active means well fitted inhibition curve with a large enough effect in the signal ratio, with a control signal flat, not every such curve was filed as active; inconclusive means small, poorly fitted or top-dose-only effect, or effect the other way, or a change in a side signal; the % refers to the signal ratio;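 further: potency means the concentration at half of the fitted maximal effect; plate controls were basal doxycycline-induced cells for no effect and cells given 10 µM MG132 for full effect; MG132 reads +100%, hits lower the ratio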
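Compounds up to 46 uM were incubated four hours with TMD8 cells whose green CBG68 luciferase is fused to IkappaBalpha; red CBR luminescence normalised the signal, and concentration-effect curves were fitted to fusion, red and ratio data.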
Coupling enz: counter-screen for Giardia aldolase inhibitors: coupling enzyme system | coupling enzyme system counterscreen, AmpLite Red fluorescence | activity change, negative = inhibition, % at 58.2 µM, hits read low | 290,000 tested, 0.67% active; in the data active means activity change below about -30%; further: on the % scale 0 is the no-effect control and ±100 the full control effect
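Coupling enzymes only (glyceraldehyde-3-phosphate) + compound, at 57.5 uM final, 10 min RT; add substrate/coupling/AmpLite Red mix, 20 min RT; fluorescence ex 525/em 598 nm. Actives flag coupling-system interference.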
The depositor's hits bear a star; ? = inconclusive; nt = not tested or not shown; [ ] = remark or other dose. Unless noted, the call rests on the fitted dose curve; in most records, active means well fitted curve in the direction sought with a large enough effect; inconclusive means small, poorly fitted or top-dose-only effect, or another doubt; inactive means no such curve, though single readings can be large; an effect the other way counts as inactive or inconclusive.

1: COC(=O)Cc1ccc(N(Cc2ccccc2F)S(=O)(=O)c2ccc(Br)cc2)cc1
2: O=c1c2ccccc2nc(SCc2ccc([N+](=O)[O-])cc2)n1-c1ccccc1
3: O=C(CSCc1cccc(Br)c1)N/N=C/c1ccc2c(c1)OCO2
4: Cc1ccccc1OCC(=O)Nc1ccc2c(c1)OCCO2
5: N#C/C(=C\c1ccc(Cl)cc1)c1n[nH]c(Cn2cncn2)n1
6: CN(C)S(=O)(=O)c1cccc(NC(=O)COc2ccc3ccccc3c2)c1
7: CCN1C(=O)CS/C1=N\S(=O)(=O)c1ccc(C)cc1
8: CCc1ccc(Nc2n[n+](-c3ccccc3)c(-c3ccc(SC)cc3)s2)cc1
screen / no.,1,2,3,4,5,6,7,8
hERG WT inh,nt,-27,4,-9,8,-9,0,-2
GALK inh,nt,1%,0%,-2%,-3%,nt,-3%,nt
TSHR antag,-2,-14,-2,4,-7,-25,4,3
Tb PFK inh,-1%,4%,-6%,-4%,2%,1%,0%,-5%
Giardia kill,24,-11,-15,0,1,-9,-1,1
TCR activator,-4%,-9%,-15%,1%,-3%,nt,10%,0%
AT treatment,13%,8%,-4%,-9%,1%,-1%,5%,-3%
CXXC DNA block,2%,3%,-3%,-29%,-24%,nt,0%,?
Chronic BCR inh,0%,?,?,?,-3%,-5%,1%,?
Coupling enz,0,2,nt,3,5,nt,3,-2

Look-ups from above:
CN(C)S(=O)(=O)c1cccc(NC(=O)COc2ccc3ccccc3c2)c1 in TSHR antag = -25
O=c1c2ccccc2nc(SCc2ccc([N+](=O)[O-])cc2)n1-c1ccccc1 in CXXC DNA block = 3%
Cc1ccccc1OCC(=O)Nc1ccc2c(c1)OCCO2 in hERG WT inh = -9

Further results:
9: CN(C)CCNC(NC(=O)c1cccs1)C(Cl)(Cl)Cl (stereo not drawn)
10: Cc1ccc(-c2ccc(CO)o2)cc1N
11: O=C(NC1CCN(C(=O)Nc2cccc(Cl)c2)CC1)c1ccco1
12: COc1ccc(CCNC(=O)CCCn2nc(C)c([N+](=O)[O-])c2C)cc1OC
13: CCCN(CCC)C(=O)c1ccccc1C(=O)N(CCC)CCC
14: O=[N+]([O-])c1cn(Cc2ccccc2)cn1
15: CCOC(=O)N1CCN(C(=O)COc2cccc3c2CCN(Cc2ccc(F)cc2)C3=O)CC1
16: COc1cc(/C=N/NC(=O)C(N)=O)ccc1OCC(=O)N1C(C)CCCC1C (stereo not drawn)
screen / no.,9,10,11,12,13,14,15,16
hERG WT inh,-6,-1,-2,-9,-5,-3,41,-10
GALK inh,0%,-2%,-1%,0%,1%,0%,0%,-2%
TSHR antag,5,1,-5,-1,2,5,-1,-8
Tb PFK inh,-6%,-2%,-3%,-10%,-5%,-29%,0%,-3%
Giardia kill,-7,-3,3,-14,3,-5,-2,-6
TCR activator,1%[46.1 µM],-3%,-2%,-3%,1%[46.1 µM],3%[46.1 µM],11%[46.1 µM],-3%
AT treatment,3%,5%,2%,-2%,0%,-5%,1%,1%
CXXC DNA block,9%,8%,-3%,-5%,0%,-3%,-4%,17%
Chronic BCR inh,-6%,7%,0%,7%,2%,0%,?,0%
Coupling enz,2,1,0,-1,0,1,4,2

From entry 1 to 2, as listed above:
1: COC(=O)Cc1ccc(N(Cc2ccccc2F)S(=O)(=O)c2ccc(Br)cc2)cc1
2: O=c1c2ccccc2nc(SCc2ccc([N+](=O)[O-])cc2)n1-c1ccccc1
screen / no.,1,2
hERG WT inh,nt,-27
GALK inh,nt,1%
TSHR antag,-2,-14
Tb PFK inh,-1%,4%
Giardia kill,24,-11
TCR activator,-4%,-9%
AT treatment,13%,8%
CXXC DNA block,2%,3%
Chronic BCR inh,0%,?
Coupling enz,0,2

(continued)
17: O=C(NCc1ccncc1)NC1CCCCC1
18: CCNC(=O)CC1C(=O)N(c2ccc(F)cc2)C(=O)N1CCc1sccc1C (stereo not drawn)
19: CN(Cc1ccccc1)c1nc(N)c([N+](=O)[O-])c(Nc2cccc(F)c2)n1
20: CC1(c2ccccc2Cl)NC(=O)N(CC(=O)N2CCc3ccccc3C2)C1=O (stereo not drawn)
21: COc1ccc(/C=N/n2c(N)nc3ccccc32)cc1OC
22: CCSc1nnc(NC(=O)COc2ccccc2)s1
23: COc1ccc(C(=O)Nc2ccc3nc4n(c(=O)c3c2)CCCC4)cc1[N+](=O)[O-]
24: O=C(Nc1ccc2nc3n(c(=O)c2c1)CCCCC3)c1ccccc1[N+](=O)[O-]
screen / no.,17,18,19,20,21,22,23,24
hERG WT inh,11,8,0,-3,6,-7,nt,-8
GALK inh,1%,-3%,0%,nt,-3%,4%,1%,2%
TSHR antag,-2,14,-4,2,-19,-1,5,4
Tb PFK inh,0%,0%,2%,0%,1%,-7%,3%,-9%
Giardia kill,-10,8,-7,-23,-2,-8,nt,18
TCR activator,6%,0%,8%,2%,-11%,0%,-3%[46.1 µM],0%
AT treatment,3%,-4%,1%,0%,3%,nt,10%,-21%
CXXC DNA block,-6%,1%,15%,nt,0%,14%,11%,-5%
Chronic BCR inh,6%,1%,2%,?,?,?,-1%,?
Coupling enz,0,-1,-6,nt,-1,-1,2,nt

25: FC(F)(F)c1cc(-c2ccco2)nc(NCc2ccccc2)n1
26: O=c1[nH]nc(-c2ccc(F)cc2)cc1Cc1ccccn1
27: COc1ccccc1CNC(=O)c1cnc2sccn2c1=O
28: CCOC(=O)c1c(NC(=O)Cc2ccccc2)sc2c1CC(C)(C)NC2(C)C
29: O=C(O)c1ccccc1S(=O)(=O)NCC(O)COc1ccc(Br)cc1 (stereo not drawn)
30: COc1cc(OC)c(S(=O)(=O)Nc2ccc(C(=O)O)cc2)cc1S(=O)(=O)Nc1ccc(C(=O)O)cc1
31: CC1CCN(c2c(NCC3CCC(C(=O)NCCC4=CCCCC4)CC3)c(=O)c2=O)CC1 (stereo not drawn)
32: CCNC(=S)NNC(=O)c1csc(CC)c1
screen / no.,25,26,27,28,29,30,31,32
hERG WT inh,-2,-1,22,49,-16,2,-1,5
GALK inh,-2%,nt,4%,nt,-1%,-2%,-3%,-4%
TSHR antag,4,6,11,-10,3,8,1,8
Tb PFK inh,3%,-3%,-9%,-7%,20%,2%,-5%,-5%
Giardia kill,4,-17,8,4,-16,9,-5,-11
TCR activator,2%,-6%,5%,-4%,0%,1%,3%,5%[46.1 µM]
AT treatment,?,3%,-3%,-2%,0%,0%,18%,nt
CXXC DNA block,-5%,-2%,-1%,?,10%,-3%,12%,-4%
Chronic BCR inh,?,-3%,1%,1%,-1%,-4%,?,4%
Coupling enz,0,8,2,6,19,8,3,4

33: CC(SC(=S)N(C)Cc1cccs1)C(=O)O (stereo not drawn)
34: CC(C)(C)OC(=O)CNC(=O)c1nc[nH]c1C(=O)N1CCc2ccccc2C1
35: CC(C)Oc1cccc(C(=O)NC2=NCCS2)c1
36: CN(C)CCCNc1ncc(C(F)(F)F)cc1Cl
37: CC(=O)c1cccc(NS(=O)(=O)c2ccc(-c3cnc(C4CC4)o3)cc2)c1
38: CN1C(=O)NC(c2ccccc2)C2=C1CN(CCc1ccccc1)C2=O (stereo not drawn)
39: CNS(=O)(=O)c1ccc(N2CCCC2)c([N+](=O)[O-])c1
40: CCOc1ccc(NS(=O)(=O)c2ccc(NS(=O)(=O)c3ccc(SC)cc3)cc2)cc1
screen / no.,33,34,35,36,37,38,39,40
hERG WT inh,-3,7,0,3,8,5,-17,-16
GALK inh,1%,nt,0%,6%,1%,0%,13%,0%
TSHR antag,2,43,-3,-8,-30,10,8,-4
Tb PFK inh,-5%,-2%,-1%,4%,-13%,4%,1%,-3%
Giardia kill,0,-25,-16,-17,-2,6,-14,-17
TCR activator,9%[46.1 µM],0%,-1%,-3%,0%,-2%,0%,nt
AT treatment,-1%,2%,-3%,3%,0%,-2%,-6%,-7%
CXXC DNA block,12%,-15%,1%,-3%,37%[activator],-1%,3%,-1%
Chronic BCR inh,0%,-15%,?,0%,-13%,8%,1%,-8%
Coupling enz,14,3,-2,2,nt,4,2,6

41: CCOc1ccc(CCNC(=O)CN2C(=O)NC3(CCCCCC3)C2=O)cc1OCC
42: Fc1ccc(CNCc2ccc(Br)cc2)cc1
43: O=C(CCN1C(=O)c2ccccc2C1=O)N1CCN(c2ccccn2)CC1
44: COc1cc(NC(=O)c2ccccc2Cl)c2ncccc2c1
45: C#Cc1ccc([C@@H]2C=C(C(=O)N3CCN(Cc4ccc5c(c4)OCO5)CC3)O[C@H](OCCCCO)C2)cc1
screen / no.,41,42,43,44,45
hERG WT inh,-19,2,-2,3,2
GALK inh,nt,2%,3%,-9%,-2%
TSHR antag,0,-3,-8,-16,-6
Tb PFK inh,0%,-5%,-1%,2%,-3%
Giardia kill,-3,-7,16,6,9
TCR activator,nt,1%[46.1 µM],nt,5%,5%
AT treatment,-5%,17%,6%,5%,11%
CXXC DNA block,nt,0%,-1%,1%,5%
Chronic BCR inh,-3%,?,?,-16%,-22%
Coupling enz,nt,1,-1,-3,0

High-throughput results as filed in PubChem.
